MsrA inhibitor = inhibits bovine methionine sulfoxide reductase A; purified bovine MsrA, absorbance read-out; inhibition, % at 15.5 µM; hit rate 0.75% among 360,000; in the data active = inhibition above about 4.5%;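 also: 0% = vehicle wells with enzyme and 100% = reference inhibitor wells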
eLon inh = inhibitors of E. coli Lon protease. P0A9M0. purified E. coli Lon protease, fluorescence polarization. inhibition, % at 7.94 µM. hit rate 0.42% among 360,000. AID 602123; in the data active = inhibition above about 13%, passing the limit was not always enough;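 also: 0% = enzyme with probe and DMSO and 100% = no enzyme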
MsrA act = activators of bovine methionine sulfoxide reductase A; hit rate 0.3% among 360,000; AID 602163; activation, % at 10.6 µM; purified bovine MsrA, absorbance read-out; in the data active = activation above about 7.5%;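 also: 0% = vehicle and 100% = reference activator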
Rin1 Abl inh = human Rin1-Abl interaction inhibition | P00519+Q13671 | TR-FRET Rin1/Abl binding, biochemical | inhibition, % at 7.35 µM | hit rate 0.4% among 360,000 | AID 588664; in the data active = inhibition above about 5%, passing the limit was not always enough
Rpn11 block = inhibitors of human proteasome Rpn11; O00487; human 26S proteasome, Ub4-pepOG fluorescence polarization; 20S core pre-blocked with epoxomicin; calls only at 20 µM; hit rate 0.59% among 360,000; AID 588493;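 active = inhibition at 20 µM, scaled to each plate's controls, above about 33%, limit read from the data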
MT1-MMP act inh = inhibitors of human MT1-MMP activation | P50281 | HT1080 RFP-PRO-GFP cells, GFP/RFP ratio fluorescence, overnight; percent of plate control window, DMSO zero | GFP/RFP ratio change, % at 20 µM | hit rate 0.061% among 360,000 | AID 651647;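 active = GFP/RFP ratio change of at least 30% with cell ATP level not reduced by more than half and red fluorescence within 50% of control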; also: strong numbers were not always called active
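Compound: 20 µM single dose, 1% DMSO / System: HT1080 RFP-PRO-GFP cells / Controls: DMSO and RFP-L50D-GFP cell wells / Read-out basis: GFP/RFP fluorescence ratio / Schedule: overnight compound exposure at 37 °C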
CSN inh = inhibitors of human CSN-mediated cullin deneddylation | Q92905 | Purified CSN, SCF-Nedd8-OG deneddylation, fluorescence polarization | inhibition, % at 12.5 µM | hit rate 0.38% among 360,000;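 active = pattern-corrected inhibition above about 35%, with an unprinted fluorescence ratio check between 0.5 and 1.5, limit read from the data, passing the limit was not always enough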;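 also: 0% = enzyme with substrate and 100% = substrate without enzyme; some results filed as inactive read as strong as hits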
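Assay system: Purified human Csn5 enzyme expressed in HEK293T cells | Amount: Enzyme 0.24 nM | Measured by: Fluorescence polarization readout | Medium: Tris/NaCl/DTT buffer, pH 7.5 | Compound dosing: One concentration, 12.5 µM, 0.25% DMSO | Times: 90 min incubation of compound, enzyme and substrate at room temperature | Control set: no-enzyme wells high, enzyme-with-substrate wells low | Read-out: % inhibition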
MLLE-PAM2 inh = inhibitors of microRNA-mediated deadenylation, human PABP1 MLLE binding | AID 588489 | GST-MLLE / FITC-PAM2 fluorescence polarization | inhibition, % at 20 µM | hit rate 0.36% among 360,000; in the data active = inhibition above about 35%, passing the limit was not always enough;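 also: plate controls were DMSO wells with GST-MLLE for no effect and wells lacking GST-MLLE protein for full effect; some results filed as inactive read as strong as hits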
FAS-TE inh = inhibitors of human fatty acid synthase thioesterase domain. recombinant FAS-TE, OMFH fluorogenic substrate, fluorescence endpoint. inhibition, % at 15 µM. hit rate 0.67% among 360,000;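 active = compounds whose normalised, plate-corrected inhibition of enzyme fluorescence in the single-dose primary screen is 50% or more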;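 also: 0% = DMSO with enzyme and 100% = substrate without enzyme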
An asterisk follows results filed as active; i = inactive.

Values run as follows: MsrA inhibitor, MT1-MMP act inh, Rin1 Abl inh, MLLE-PAM2 inh, CSN inh, Rpn11 block, MsrA act, FAS-TE inh, eLon inh
> COc1ccc(C(NC(C)=O)c2cc(Cl)c3cccnc3c2O)cc1OC (stereo not given)
 : 0.7, -8, 3, 1, -11, i, -1, 4, 4
> CCOc1cccc2sc(NC(=O)CCS(=O)(=O)c3ccccc3)nc12
 : -1.2, -4, -2, 0, 5, i, -10, -2, 8
> COCC1CCN(Cc2nc(-c3ccc4c(c3)OCO4)no2)C1 (stereo not given)
 : -1.9, -1, 0, 0, -4, i, -2, -2, -3
> CC(C)c1cc(Cn2c3ccccc3c(=O)n2C(C)C)on1
 : 0.1, 0, 0, 3, 3, i, -2, -7, 5
> Cc1csc(=Nc2ccccc2)n1Cc1ccco1
 : 0.7, 1, 0, -5, 0, i, -3, 4, -4
> O=C(NC(Cc1c[nH]c2ccccc12)C(=O)Nc1ccc(F)cc1)c1cccs1 (stereo not given)
 : 0.8, -4, 0, 16, -4, i, -4, 8, 5
> C=CCn1c(SCC(=O)NCc2ccco2)nnc1-c1ccc2ccccc2n1
 : 0.9, -9, -4, -119, 0, i, -2, -3, -4
> COc1ccccc1CO/N=C/c1cccn1-c1nccc(N(C)C)c1C#N
 : 1.2, 0, -1, -14, -1, i, -5, 8, 8
> C[C@H](CO)N1C[C@H](C)[C@@H](CN(C)CC2CCOCC2)Oc2cc(C#Cc3ccccc3F)ccc2S1(=O)=O
 : -0.5, -7, -4, 9, 4, i, -4, 23, 1
> O=C(Nc1cccc(F)c1)C1CCCN1C(=O)OCc1ccccc1 (stereo not given)
 : -0.3, -1, -1, 2, 4, i, -3, 2, -8
> CC(=O)[C@H]1[C@H](CCc2ccccc2)NC(=O)N(Cc2ccccc2)[C@@H]1C
 : 0.3, 2, 2, -1, 2, i, -2, -6, -6
> CSc1ncc(C(=O)Nc2cc(C)ccc2C)c(C)n1
 : -1.7, -1, 4, -6, 3, i, 0, -3, -7
> CC(C)Cc1ccc(CN2C(C(C)C)C(=O)N(Cc3cn(CCC4OCCO4)nn3)CCS2(=O)=O)cc1 (stereo not given)
 : -0.5, 4, 2, 9, 4, i, 3, 8, -3
> CS(=O)(=O)N1CCN(c2ccc([N+](=O)[O-])cc2C(F)(F)F)CC1
 : 0.4, 0, -4, 9, 0, i, -4, 2, 2
> CCCN(CC(=O)Nc1ccccc1C)C(=O)c1ccc(-c2ccccc2)cc1
 : -1.3, -2, 0, -4, 3, i, -4, 8, -5

Three of the compounds above, tab-delimited.
mol	MsrA inhibitor	MT1-MMP act inh	Rin1 Abl inh	MLLE-PAM2 inh	CSN inh	Rpn11 block	MsrA act	FAS-TE inh	eLon inh
CCOc1cccc2sc(NC(=O)CCS(=O)(=O)c3ccccc3)nc12	-1.2	-4	-2	0	5	i	-10	-2	8
CSc1ncc(C(=O)Nc2cc(C)ccc2C)c(C)n1	-1.7	-1	4	-6	3	i	0	-3	-7
COCC1CCN(Cc2nc(-c3ccc4c(c3)OCO4)no2)C1 (stereo not given)	-1.9	-1	0	0	-4	i	-2	-2	-3

The list continues.
Values run as follows: MsrA inhibitor, MT1-MMP act inh, Rin1 Abl inh, MLLE-PAM2 inh, CSN inh, Rpn11 block, MsrA act, FAS-TE inh, eLon inh
> CC(=O)C(C)n1cnc2scc(-c3ccc(C)cc3)c2c1=O (stereo not given)
 : 0.2, 3, -2, 4, 0, i, -4, -3, -3
> CC1c2cccn2CCN1S(=O)(=O)c1ccccc1 (stereo not given)
 : 1.6, -6, 2, 4, 1, i, -4, -3, -6
> O=[N+]([O-])c1ccccc1-c1ccc(/C=N/n2cnnc2)o1
 : 3.2, 5, -3, 12, 1, i, -2, -4, -3
> NC1=NC2=C(CCCC2)C2(CCCCC2)S1
 : -0.5, -35, 6, -115, 4, i, -1, -140, -6
> CCC1(C)Cc2c(sc3c2c(=O)n(C)c2nnc(SCc4ccc5c(c4)OCO5)n32)CO1 (stereo not given)
 : 0.3, -3, 5, -115, 0, i, -6, -10, 0
> Cc1cccc(NC(=O)c2ccc(Cl)nc2)n1
 : -1.3, 1, 0, 4, -3, i, 0, -6, 0
> COCCNc1nc(NCc2cccc(OC)c2)c2sc(-c3ccccc3)cc2n1
 : 0.7, 1, -11, 9, -5, i, -2, 0, 6
> CCCOc1ccccc1/C=N/Nc1ccnc(=O)[nH]1
 : 3.7, 1, -2, -29, 1, i, -5, -5, 2
> O=C(Nc1cccc(-c2csc(Nc3ccccc3)n2)c1)c1ccccc1
 : 1.3, 5, -4, 4, 4, i, 1, 32, 5
> COc1ccc(CNC(=O)Nc2ccc(C)cc2C)cc1
 : -0.7, -3, 0, -10, 2, i, -3, -9, -7
> O=C(O)c1cccc(NS(=O)(=O)c2ccc(-c3ccc(S(=O)(=O)Nc4cccc(C(=O)O)c4)cc3)cc2)c1
 : -0.8, -2, 2, 3, 1, i, -12, -10, 3
> CCOC(=O)CSc1ccc(S(=O)(=O)N2CCCCC2)cc1[N+](=O)[O-]
 : -0.4, -1, 6, -1, 1, i, -3, 8, -1
> CC(=O)c1ccc(NC(=O)c2noc3c2CCC3)cc1
 : -0.9, 1, -3, 15, 9, i, -1, 0, -5
> O=C1CC(c2c[nH]c3ccccc23)C(=O)N1 (stereo not given)
 : -0.2, -2, 0, -8, -4, i, -2, -2, -8
> Cc1cc(-c2n[nH]c(=S)n2/N=C/c2cccs2)n[nH]1
 : 0.7, 4, -2, -25, -12, i, 2, -13, 1
> COc1cc(/C(C)=N/N2CCOCC2)cc(OC)c1OC
 : 0.7, 6, 4, -3, -8, i, 0, -5, -4
> Cc1ccc(CNC(=O)C2CCCN(C(=O)Nc3ccc(F)cc3)C2)cc1 (stereo not given)
 : 1.4, 0, 2, 3, -7, i, -1, -4, -2
> CC(C)c1ccc(NC(=O)COC(=O)COc2ccccc2)cc1
 : -0.7, 0, -4, 3, -2, i, -1, -8, 5
> CCOC(=O)C1=NNC(C(=O)c2ccc(C)cc2)C1c1ccc(C)cc1 (stereo not given)
 : 0.0, 0, 4, -1, -14, i, -8, 4, 7
> CCCCOc1ccc(C(=O)N2CCCCCC2)cc1
 : 1.1, 2, 5, 10, 3, i, -4, -4, 5
> CC1(c2ccc3ccccc3c2)NC(=O)N(CC(=O)N2CCN(c3ccccc3O)CC2)C1=O (stereo not given)
 : -0.9, 3, 2, -7, 4, i, -7, 2, -2
> O=C(CCc1nc2ccccc2c(=O)[nH]1)Nc1cccc(S(=O)(=O)N2CCOCC2)c1
 : -0.1, -1, -1, -8, -3, i, 0, -10, 0
> CCOC(=O)/C(=N/Nc1ccc(C)cc1)S(=O)(=O)c1ccc(Cl)cc1
 : 0.2, -4, -1, -17, 1, i, -2, 30, -13
> O=S(=O)(N1CCCCC1)n1nnc2ccccc21
 : -0.6, 0, 3, -6, 4, i, -3, 4, -4
> O=C(c1cc([N+](=O)[O-])ccc1Cl)N1CCN(c2ccccn2)CC1
 : 0.7, 5, -1, -2, 5, i, -10, 12, -7
> O=C(NC1CCCCC1)[C@@H]1CC=C[C@@H]2CCN(C3CCCCC3)C(=O)[C@@H]21
 : -0.3, -1, 0, 14, -3, i, 0, -10, 0
> Cc1ccc(-n2cc(C(=O)c3ccc4ccccc4c3O)cn2)cc1
 : 1.2, 4, 5, -15, -2, i, 1, 6, -6
> O=c1c(Cl)c(N2CCCCC2)cnn1-c1nc2ccccc2[nH]1
 : 3.1, 8, -5, 6, 0, i, -3, -6, 10
> Cc1cccc(-n2ncc3c(NCc4cccs4)ncnc32)c1
 : 1.5, 3, 2, 7, 4, i, -4, 15, 2
> Cc1cc(C(=O)N(C)C2CCCCC2)no1
 : -0.2, 3, 1, 5, -2, i, -2, -6, 2
> O=C(Nc1cccc2ccccc12)N(c1ccccc1)c1ccccc1
 : 1.4, 5, 1, 14, -1, i, -4, 12, 3
> CCOC(=O)COc1c(OC)cc(Cl)cc1C1Nc2ccccc2C(=O)N1c1cccc(C)c1 (stereo not given)
 : 1.6, -9, -2, -1, -2, i, -2, 30, -7
> O=C(CN1C(=O)C2C3C=CC(C3)C2C1=O)Nc1cccc2c1CCCC2 (stereo not given)
 : 1.6, 4, 0, 3, -6, i, -10, -5, -10
> COc1ccc(S(=O)(=O)Nc2cccc(C)c2C)c2cccnc12
 : 0.7, 1, 1, -5, 4, i, -2, -38, -2
> Cc1cccc(C)c1OCc1nc2ccccc2c(=O)n1/N=C/c1ccc(OCC(=O)O)cc1
 : 0.4, 11, 0, 8, -4, i, -2, -3, -1
> CCCCNC1=CC(=O)C(NCCCC)=CC1=O
 : 3.5, 5, -10, -11, 2, i, -4, -3, -1
> Cc1cccc(NC(=O)c2ccc(OCC3CCCO3)cc2)c1C (stereo not given)
 : 0.2, 0, 0, -18, -7, i, -4, -4, -5
> O=[N+]([O-])c1ccc(CN2CCC(Cc3ccccc3)CC2)cc1
 : 0.9, 1, 1, -6, -2, i, -1, 13, -11
> Cc1cc(C)nc(NS(=O)(=O)c2ccc(NC(=O)C(C)C)cc2)n1
 : -0.4, -1, 0, -4, 2, i, -1, -3, -11
> O=C(NCC(c1ccc(F)cc1)N1CCOCC1)c1cccnc1Sc1ccccc1 (stereo not given)
 : 0.3, -6, 3, 15, -3, i, 0, -8, 4
> COC(=O)c1cccc(NC(=O)CCSc2ccc(Cl)cc2)c1C
 : 0.0, 7, -3, 10, -1, i, -3, 0, -5
> C/C(=C/c1ccccc1)C(=O)N1CCN(c2ccccc2)CC1
 : 0.2, 5, 1, 4, 0, i, -2, 1, -4
> CCOc1ccc(C(=O)NNC(=O)C2CC(=O)N(c3ccc(C)cc3)C2)cc1 (stereo not given)
 : 0.0, -3, 1, -1, -1, i, -3, -6, -5
> CCCn1cnc2c(SCc3ccccc3Cl)nc(N)nc21
 : -0.5, 5, 2, -8, -4, i, 7, 7, -10
> Cc1ccc(C(=O)Nc2cccnc2)cc1S(=O)(=O)N1CCCCCC1
 : 0.2, 8, 1, 11, -2, i, -2, 0, -6
> CCOC(=O)c1ccc2c(c1)N(Cc1ccccc1C)C(=O)c1ccccc1S2=O (stereo not given)
 : -1.6, -26, 4, 12, 0, i, -3, 30, -4
> COC(=O)c1sc(S(=O)(=O)Nc2c(C)nn(C)c2C)c(C(=O)OC)c1C
 : -0.8, 2, -2, 3, 1, i, -3, -7, 8
> CCn1c(SCC(=O)N2CCc3ccccc32)nnc1-c1ccncc1
 : 0.3, -1, 1, -125, -3, i, -4, -10, -9
> NC1=NC(=O)C2(COC(c3ccccc3Cl)OC2)S1 (stereo not given)
 : -0.9, -3, 1, 2, 3, i, -1, -4, -1
> CN1CCN(C(=O)c2ccc(N3CCCC3=O)cc2)CC1
 : 0.0, 0, -2, -10, 3, i, -1, -6, 2
> COc1ccccc1C(=O)Nc1ccc(-c2nnc(SCC(=O)O)n2C)cc1
 : -0.8, 23, 2, -113, -3, i, 0, -4, -2
> COc1ccccc1N1CCN(c2cc(=O)n(Cc3ccc(F)cc3)c(=O)[nH]2)CC1
 : 0.3, 2, 2, 1, 2, i, -3, -6, 3
> COc1ccccc1/C=C/C(=O)Nc1ccc(N2CCOCC2)cc1
 : 0.9, 7, -3, 1, 2, i, -3, 2, -5
> O=C(NCc1cccnc1)Nc1ccc(Br)cc1Cl
 : -1.3, 2, -2, 2, -2, i, -3, -5, 3
> COc1ccc(OC)c(CC(=O)Nc2ccc3c(c2)c(=O)n(C)n3Cc2cccc(C(F)(F)F)c2)c1
 : -0.7, 3, -2, -11, 2, i, 0, 5, 3
> Cc1ccc2cc(C(c3nnnn3CC3CCCO3)N3CCc4ccccc4C3)c(=O)[nH]c2c1 (stereo not given)
 : 0.3, -7, 0, 31, 4, i, -3, 5, 4
